Source: PubChem BioAssay (National Center for Advancing Translational Sciences (NCATS))
p53 reactivator – re-activators of mutant p53; AID 504706; 320,000 compounds, 0.063% hits; H1299 p53-A138V BP100-luciferase reporter, luminescence, 24 h; Potency, µM (top dose mostly 92.2 µM), for inactives: at the top dose activity change, positive = activation, actives largely listed as activators; further: % of control where 0% means no effect; nearly all actives have a fitted effect of over 45% in size
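H1299 (p53-null), stable ts p53-A138V + BP100-Luc; 1000 cells/well, Opti-MEM/10% FBS; cpd 4 pt, 1:5; 24 h, 37 deg C, 5% CO2; detection reagent 10 min RT; luminescence.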
ELG1 genotox – induces genotoxicity in HEK293T cells with luciferase-tagged ELG1; HEK293T ELG1-luciferase reporter, luminescence, 16 h; 330,000 compounds, 1.3% hits; Potency, µM (series often up to 46 µM), for inactives: at the top dose activity change, positive = activation, actives largely listed as activators; further: % of control where 0% means no effect; nearly all actives have a fitted effect of over 60% in size
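Luminescence read-out: rising ELG1-luciferase signal, reflecting elevated ELG1 protein under genetic stress, flags genotoxic compounds. Cells were treated for 16 hr at 37 °C before ONE-Glo detection.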
NPC1 prom act – NPC1 promoter activation; Huh7 NPC1 promoter luciferase reporter, 24 h; Potency, µM (titrated, usually from 9.22 µM), inactives show at the top dose activation, most hits filed as activators; 320,000 compounds, 2.4% hits; AID 485313;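 further: % of control where 0% means no effect; nearly all actives have a fitted effect of over 60% in size; reporter is driven by a mutant NPC1 promoter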
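Huh7 reporter cells (NPC1 promoter driving luciferase) are dosed with compound for 24 h at 37 °C, 5% CO2; luciferase detection reagent is then added and luminescence measured after 10 min at ambient temperature.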
VP16 counter – inhibits Gal4-VP16 luciferase reporter, ROR gamma counter-screen; Drosophila S2 Gal4-VP16 UAS-luciferase, luminescence, 20 h; Potency, µM (doses to about 53.6 µM), inactives show at the top dose activity, negative = inhibition, most hits filed as inhibitors; 310,000 compounds, 3.5% hits; AID 2546;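 further: Gal4-VP16 expression switched on by copper sulfate through the metallothionein promoter; on the % scale 0 is the no-effect control and ±100 the full control effect; nearly all actives have a fitted effect of over 50% in size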
FLuc counter – firefly luciferase modulation, counter-screen for miR-21 project | P08659 | purified FLuc, Km substrates, luminescence inhibition | Potency, µM (top dose mostly 57.5 µM), without a hit: at the highest dose activity change, negative = inhibition, hits mostly inhibitors | 360,000 compounds, 6.9% hits | AID 588342;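 further: plate controls were vehicle for no effect and reference inhibitor for full effect; nearly all actives have a fitted effect of over 55% in size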
Target sequence (P08659 whole entry, looked up): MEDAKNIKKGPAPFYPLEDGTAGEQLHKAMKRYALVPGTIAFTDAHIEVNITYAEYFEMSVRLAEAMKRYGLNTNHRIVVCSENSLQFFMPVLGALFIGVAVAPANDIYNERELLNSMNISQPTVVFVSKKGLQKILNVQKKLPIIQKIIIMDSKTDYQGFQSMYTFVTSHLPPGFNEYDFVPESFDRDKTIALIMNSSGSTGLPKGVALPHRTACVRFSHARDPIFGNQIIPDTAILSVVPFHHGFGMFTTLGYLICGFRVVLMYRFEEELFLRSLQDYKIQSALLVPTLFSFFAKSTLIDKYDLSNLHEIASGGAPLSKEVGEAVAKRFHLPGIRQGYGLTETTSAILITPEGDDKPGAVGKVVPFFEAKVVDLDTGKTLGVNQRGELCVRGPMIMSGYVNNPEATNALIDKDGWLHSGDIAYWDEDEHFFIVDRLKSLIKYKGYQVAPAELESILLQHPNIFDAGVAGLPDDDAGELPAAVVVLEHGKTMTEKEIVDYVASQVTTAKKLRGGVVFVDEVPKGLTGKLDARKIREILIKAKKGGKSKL
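Purified P. pyralis luciferase, 10 nM final, with Km-level 10 uM D-luciferin and 10 uM ATP in 50 mM Tris acetate pH 7.5, 10 mM Mg acetate, 0.01% Tween-20, 0.05% BSA; 6-point qHTS titration about 60 µM downward; luminescence read.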
Rab9 prom act – Rab9 promoter activation. Huh7 Rab9 promoter-luciferase reporter, luminescence, 24 h. Potency, µM (top dose mostly 9.22 µM), for the others: at the highest dose activation, negative = inhibition, actives largely listed as activators. 320,000 compounds, 2.8% hits. AID 485297; further: % of control where 0% means no effect; nearly all actives have a fitted effect of over 60% in size
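Stable Rab9-luc Huh7, 1500 cells/well, 2 h settle; cmpd in DMSO, 24 h, 37 °C/5% CO2; luciferase reagent 10 min RT; luminescence.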
BRCA1 expr act – increases BRCA1 expression | MCF7-BRCA1-FFLuc reporter, luminescence, 48 h; response scale: scaled: vehicle 0%, 10 µM genistein 100% | Potency, µM (titrated, usually from 46.1 µM), without a hit: at the top dose activation, most hits filed as activators | 380,000 compounds, 1.1% hits | AID 624202; further: nearly all actives have a fitted effect of over 80% in size; some results filed as inactive show a strong effect at the top dose
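Reporter cells (MCF7, BRCA1 promoter-firefly luciferase) received library compounds across a concentration series for 48 h. End-point luminescence was measured and concentration-effect curves derived after normalization.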
MBNL1-CUG inh – blocks human MBNL1 binding to CUG repeat RNA; Q9NR56; TR-FRET MBNL1-His/biotin-(CUG)12 binding, 665/545 ratio; Potency, µM (titrated, usually from 57.5 µM), without a hit: at the highest dose activity change, negative = inhibition, usual class: inhibitors; 280,000 compounds, 0.036% hits; active means well fitted inhibition curve with a large enough effect in the signal ratio, with a control signal flat, not every such curve was filed as active; inconclusive means small, poorly fitted or top-dose-only effect, or effect the other way, or a change in a side signal; inactive means no such curve, though single readings can be large or run the other way; the % refers to the signal ratio; further: on the % scale 0 is the no-effect control and ±100 the full control effect
Target sequence (Q9NR56 whole entry, looked up): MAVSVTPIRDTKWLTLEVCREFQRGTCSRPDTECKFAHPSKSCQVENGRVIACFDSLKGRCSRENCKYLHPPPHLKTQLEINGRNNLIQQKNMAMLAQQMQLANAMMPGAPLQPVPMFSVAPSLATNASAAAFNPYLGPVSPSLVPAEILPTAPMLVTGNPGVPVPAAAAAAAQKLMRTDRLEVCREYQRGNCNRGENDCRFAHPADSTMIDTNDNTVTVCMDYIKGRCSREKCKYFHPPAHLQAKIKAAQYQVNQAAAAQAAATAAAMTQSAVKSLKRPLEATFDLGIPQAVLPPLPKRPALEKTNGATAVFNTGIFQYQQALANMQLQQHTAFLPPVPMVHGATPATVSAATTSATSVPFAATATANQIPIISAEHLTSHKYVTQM
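Inhibition of protein-RNA binding appears as loss of TR-FRET between terbium anti-His antibody on MBNL1-His and streptavidin-XL665 on biotin-(CUG)12. Activity is normalized to buffer-only and uninhibited-complex controls.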
uPA surface inh – blocks generation of uPA at the cell surface. Potency, µM (highest dose often 38.3 µM), without a hit: top-dose activity change, negative = inhibition, hits mostly inhibitors. 330,000 compounds, 0.31% hits. cell surface uPA generation assay, qHTS; active means well fitted inhibition curve with a large enough effect; inconclusive means small, poorly fitted or top-dose-only effect; inactive means no such curve, though single readings can be large or run the other way; tested in mouse RAW 264.7 cells; further: on the % scale 0 is the no-effect control and ±100 the full control effect; nearly all actives have a fitted effect of over 55% in size
RORgamma inh – inhibitors of mouse ROR gamma transcriptional activity. P51450. Drosophila S2 Gal4-RORgamma UAS-luciferase reporter, 20 h. Potency, µM (highest dose often 53.6 µM), inactives show top-dose activity change, negative = inhibition, actives largely listed as inhibitors. 310,000 compounds, 5.4% hits; further: on the % scale 0 is the no-effect control and ±100 the full control effect; nearly all actives have a fitted effect of over 60% in size
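Using a luciferase readout, inhibitors were identified by reduced reporter activity in Drosophila cells coexpressing a copper-inducible Gal4–ROR gamma fusion and UAS-driven Photinus luciferase, incubated 20 hr after 700 uM copper sulfate.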
Active calls of the source: *; ? = inconclusive; . = no result given; [ ] = remark or other dose. Unless noted, the call rests on the fitted dose curve; in most records, active means well fitted curve in the direction sought with a large enough effect; inconclusive means small, poorly fitted or top-dose-only effect, or another doubt; inactive means no such curve, though single readings can be large; an effect the other way counts as inactive or inconclusive. Potency means the concentration at half of the fitted maximal effect.

SMILES	p53 reactivator	ELG1 genotox	NPC1 prom act	VP16 counter	FLuc counter	Rab9 prom act	BRCA1 expr act	MBNL1-CUG inh	uPA surface inh	RORgamma inh
C=CCN(c1ccccc1)S(=O)(=O)c1cccc2cccnc12	5%	0%	-1%	-1%	0%	0%	-17%	-1%	-1%	-27%
COc1ccc(CCNC(=S)N2CCN(S(=O)(=O)c3ccc(Cl)cc3)CC2)cc1	4%	5%	-4%	0%	0%	-3%	-19%	-4%	-21%	0%
O=C1CC(NS(=O)(=O)c2ccccc2)CN1c1ccc2c(c1)OCCO2 (stereo not given)	-3%	5%	1%	.	-4%	-6%	12%	.	-2%	.
O=C(CSc1nnc(-c2ccccc2)n1-c1ccccc1)c1ccc[nH]1	-17%	4%	-2%	-1%	-2%	2%	-20%	14%	3%	-21%
COc1ccc(/C=N\N=C2/SC(CC(=O)O)C(=O)N2c2ccc(O)cc2)cc1OC (stereo not given)	7%	2%	0%	-13%	-20%	0%	0%	3%	2%	19%
CCCOc1ccccc1C(=O)N(Cc1cccs1)C1CCS(=O)(=O)C1 (stereo not given)	-5%	3%	-3%	2%	4%	-2%	-22%	-14%	-5%	-3%
CC(C)c1ccc(N(C(=O)c2csnn2)C(C(=O)NC(C)(C)C)c2ccncc2)cc1 (stereo not given)	2%	7%	13%	5%	?	16%	82%	-5%	4%	15%
CN1CCN(S(=O)(=O)c2ccc(N3CCN(S(=O)(=O)c4cccs4)CC3)nc2)CC1	1%	-3%	0%	-4%	3%	-5%	-8%	1%	5%	-6%
CN(C)S(=O)(=O)c1cccc2c1C(=O)c1ccccc1C2=O	14%	-1%	-4%	-5%	4%	-1%	-13%	?	-1%	-33%
CCCN1CCN(C(=O)C(C)n2nc(C)c3sc4ccccc4c3c2=O)CC1 (stereo not given)	-7%	1%	0%	-3%	0%	-2%	-26%	6%	1%	-16%
CCC(C)Sc1ccc(-c2nc3ccc(C)cn3c2NCc2ccccc2)cc1OC (stereo not given)	16%	-7%	-7%	.	15µM*	-3%	-34%	.	5.6µM*	.
COc1ccc2c(c1)c(C(=O)N/N=C/c1ccc(O)c(O)c1)c(C)n2C	1%	-1%	-7%	-25%	-17%	-15%	-80%[inhibitor]	?	-8%	?
O=C(CSc1ccsc1[N+](=O)[O-])N1CCN(c2ccc(Cl)cc2)CC1	2%	-2%	-5%	10%	6%	0%	-32%	7%	2%	?
CCOc1ccc(NC(=O)c2ccc(OC)cc2)cc1	?	16%	?	-16%	?	20%[1.84 µM]	?	-11%	-8%	-25%
Clc1ccc(OCCN2CCCCC2)cc1Cl	-4%	-2%	0%	5%	-4%	0%	-2%	-10%	-1%	-2%
O=C(CCN1C(=O)C2C3C=CC(C3)C2C1=O)Nc1c(F)cccc1F (stereo not given)	-5%	0%	-4%	-2%	1%	-1%	-9%	-4%	-6%	-27%
CCOc1ccc(N2C(=O)CC(Sc3ncccn3)C2=O)cc1 (stereo not given)	17%	-3%	0%	?	3%	-8%	10%	2%	1%	?
CSc1ncc(C(=O)Nc2cccc(Cl)c2C)c(C)n1	-4%	-1%	-3%	3%	3%	-2%	1%	-3%	-2%	0%
CCc1ccc(NC(=O)CS(=O)CC(=O)N2CCN(c3ccccc3F)CC2)cc1 (stereo not given)	-1%	2%	2%	-17%	1%	-2%	-19%	-1%	9%	-24%
C[C@H](NC(=O)[C@@H]1CSC2c3ccccc3C(=O)N21)C(=O)NCCc1ccc(F)cc1 (stereo not given in full)	-1%	1%	1%	-12%	-2%	0%	9%	0%	-2%	31%
O=S(=O)(NCC(c1ccco1)N1CCc2ccccc2C1)c1ccc(F)cc1 (stereo not given)	7%	-1%	-1%	.	9%	-7%	-21%	.	-2%	.
O=C(N/N=C/c1ccc([N+](=O)[O-])s1)c1ccccc1	-6%	-7%	-11%	1.3µM*	-15%	-23%	-86%	?	-21%	0.79µM*
Cc1cccc(NC(=O)Cn2cc(C(=O)C3CC3)c3ccccc32)c1	-3%	0%	1%	3%	-2%	-6%	-12%	7%	0%	-18%
COc1ccc(-c2nc3ccccn3c2Cl)cc1	?	1.2µM*	3.2µM*	?	0.43µM*	0.79µM*	-15%	-11%	-16%	16µM*
Cc1sc(NC(=O)Cn2nc(C(F)(F)F)cc2C)c(C(=O)OC(C)C)c1C	-5%	-2%	-3%	-6%	3%	-3%	5%	-3%	12%	17%
CCCc1cc(=O)[nH]c2nnc(SCC(=O)NC3CCCCC3)n12	2%	-5%	-2%	.	3%	-2%	-13%	.	5%	.
Cc1cc(C(=O)CN2CCC(C)CC2)c(C)n1-c1ccccc1F	-21%	?	-8%	4.5µM*	1.9µM*	-8%	-39%	1%	0%	5.6µM*
COC(=O)NCCOc1cc(C)ccc1C	-4%	0%	-2%	-13%	-1%	0%	3%	1%	9%	0%
Cc1c(C=O)c2ccccn2c1C(=O)c1ccncc1	-6%	-4%	1%	-11%	-4%	-2%	12%	?	.	-11%
COC1(OC)N=C(N)C2(C#N)C(c3ccc(C)cc3)C12C#N (stereo not given)	-5%	0%	0%	-4%	0%	2%	-7%	3%	2%	0%

Single entries from the entries so far:
CC(C)c1ccc(N(C(=O)c2csnn2)C(C(=O)NC(C)(C)C)c2ccncc2)cc1 (stereo not given) in Rab9 prom act shows 16%
COc1ccc(-c2nc3ccccn3c2Cl)cc1 in uPA surface inh shows -16%

The listing picks up, repeating the two entries before the break.
SMILES	p53 reactivator	ELG1 genotox	NPC1 prom act	VP16 counter	FLuc counter	Rab9 prom act	BRCA1 expr act	MBNL1-CUG inh	uPA surface inh	RORgamma inh
Cc1c(C=O)c2ccccn2c1C(=O)c1ccncc1	-6%	-4%	1%	-11%	-4%	-2%	12%	?	.	-11%
COC1(OC)N=C(N)C2(C#N)C(c3ccc(C)cc3)C12C#N (stereo not given)	-5%	0%	0%	-4%	0%	2%	-7%	3%	2%	0%
O=C(CNS(=O)(=O)c1ccc(Cl)c(C(F)(F)F)c1)NC1CCCCC1	18%	-1%	4%	.	-3%	9%	19%	.	9%	.
COc1ccc(NS(=O)(=O)c2cccc(C(=O)N/N=C/c3ccccn3)c2)cc1	3%	12%	26%	11%	-1%	?	40%	0%	-6%	2%
Nc1[nH]n2c(=O)c3c(nc2c1N=Nc1ccc(Cl)cc1)CCCC3	2%	-2%	-2%	2%	?	5%	-9%	2%	-1%	-34%
Cc1ccc(NC(=O)CN(C)C(=O)CSc2n[nH]c(N)n2)cc1	4%	1%	1%	-8%	2%	1%	4%	-10%	.	-15%
COc1ccc2cc(/C=N/NC(=O)CN(c3ccccc3C)S(=O)(=O)c3ccccc3)c(Cl)nc2c1	3%	?	1%	0%	1%	-6%	9%	.	4%	20%
CCOC(=O)CSc1nc2sc3c(c2c(=O)[nH]1)CC(C)(CC)OC3 (stereo not given)	?	1%	2%	0%	-2%	-3%	2%	-7%	.	20%
C[C@H](NC(=O)c1nc[nH]c1C(=O)NCC(=O)OC(C)(C)C)c1ccccc1	11%	-4%	1%	?	-2%	2%	0%	6%	9%	?
Cc1ccc(S(=O)(=O)NC(C)C(=O)Nc2cccc([N+](=O)[O-])c2)cc1 (stereo not given)	2%	-5%	1%	3%	-3%	-2%	-39%	?	.	2%
O=S(=O)(NC1CC1)c1ccc(S(=O)(=O)N2CCCc3ccccc32)cc1	4%	-4%	-2%	?	5%	-9%	-44%	-6%	-10%	?
COC(=O)C1=CN(Cc2ccc(C)cc2)C=C(C(=O)OC)C1c1ccc(F)c(F)c1	-3%	-6%	-14%	9%	2%	-1%[1.84 µM]	-35%	6%	6%	?
Cc1ccc(C(=O)O)cc1N=Cc1cc(Br)cc(Br)c1O	?	1%	-5%	7%	3%	-7%	-78%	3%	-8%	-44%
CCN(CC)CCCNC(CC(=O)Nc1cccc([N+](=O)[O-])c1)C(=O)O (stereo not given)	-5%	4%	-3%	-5%	3%	3%	-17%	?	8%	15%
O=C(CN1CCN(S(=O)(=O)c2ccccc2)CC1)Nc1ccccc1C(=O)c1ccccc1	-29%	-11%	-4%	2%	-1%	-1%	-62%	0%	-9%	?
Cc1cccc(N(CC(=O)NC2CCCCC2)C(=O)CCC(=O)Nc2nccs2)c1	2%	-1%	0%	2%	-1%	5%	-13%	-2%	-4%	-10%
CN1CCN(S(=O)(=O)c2ccc(N(C)CC(=O)Nc3ccc(F)cc3)nc2)CC1	-3%	-4%	1%	-4%	4%	5%	.	-7%	.	37%
COc1cc(C2C(C(=O)c3ccc(C)o3)=C(O)C(=O)N2c2cc(C)on2)cc(OC)c1OC (stereo not given)	6%	-4%	-2%	-4%	2%	3%	-19%	?	4%	10%
CCOC(=O)C1CCN(C(=O)C(CCSC)NC(=O)COc2ccccc2)CC1 (stereo not given)	?	-1%	1%	.	-1%	1%	3%	.	-3%	.
O=C(CN1C2=NCCN2c2ccccc21)N1CCOCC1	.	.	.	-4%	5%	.	12%	-2%	1%	-14%
Cc1cc(NC(=O)Nc2cccc(C(F)(F)F)c2)no1	.	.	.	3%	-13%	.	-49%	-5%	3%	21%
